# GRP78 ERSR act: inducers of ER stress response in human glioma cells | actives 0.02% (n = 420,000) | AID 602332 | U87-MG GRP78 promoter luciferase reporter, 16 h | Potency, µM, inactives show at the top dose activation, usual class: activators; further: potency means the concentration at half of the fitted maximal effect; series mostly up to about 76 µM; % of control where 0% means no effect; nearly all actives have a fitted effect of over 35% in size
#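 Stably transfected U87-MG glioma cells carrying a GRP78-based luciferase sensor; 16 h compound incubation. Luminescence end-point read 10 min after Bright-Glo addition at room temperature.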
# LDHA inh: LDHA (human) enzyme inhibition; P00338; purified LDHA, NADH/diaphorase-resazurin fluorescence; active compounds read low; activity change, % (values are at about 110 or 230 µM); actives 0.15% (n = 480,000); AID 1347041; in the data active means activity change below about -30%;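 further: plate controls were DMSO wells for no effect and wells without enzyme for full effect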
#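 Enzyme activity of human lactate dehydrogenase 5 (2 nM; 0.06 mM NADH, 0.2 mM pyruvate, 5 min, RT) is measured via a resazurin/diaphorase fluorescence readout of residual NADH.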
# D2 PAM: positive allosteric modulators of human D2 dopamine receptor; HEK293 T-REx D2, calcium flux, EC20 dopamine potentiation; actives 0.34% (n = 340,000); AID 485347; potentiation, % at 10 µM;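 active means potentiation over 3 SD above the plate norm, cut at about 30% in these data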; further: 0% is about no effect
#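 Potentiation of an EC20 dopamine calcium response measured kinetically over 180 s, after a preceding 180 s compound-only read flagging agonists. Cells: inducible Hek293 Trex D2 line, 4000/well, cultured overnight at 30 C before dye loading.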
# RXFP1 ag: RXFP1 (human) receptor agonism; HEK293T-RXFP1 cAMP TR-FRET, 30 min; response scale: percent of porcine relaxin response, buffer zero; Potency, µM (doses to about 57.5 µM), without a hit: at the highest dose activation, most hits filed as activators; actives 0.3% (n = 370,000); AID 2676; further: potency means the concentration at half of the fitted maximal effect; on the % scale 0 is the no-effect control and ±100 the full control effect; nearly all actives have a fitted effect of over 60% in size; many of its hits are not listed in these tables
#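 HEK293 cells stably expressing RXFP1, treated 30 min at 37C with compounds plus PDE4 inhibitor Ro 20174; cAMP measured by HTRF TR-FRET. Normalized to buffer and 29 nM porcine relaxin; EC50 by Hill fit.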
# D1 antagonist: antagonists of human D1 dopamine receptor. actives 3.2% (n = 360,000). HEK293 TREx D1 cells, calcium flux, dopamine EC80; active compounds read low. activity change, negative = inhibition, % at 10 µM. AID 504652; in the data active means activity change below about -30%; further: on the % scale 0 is the no-effect control and ±100 the full control effect
# Target sequence (P21728 whole entry, looked up): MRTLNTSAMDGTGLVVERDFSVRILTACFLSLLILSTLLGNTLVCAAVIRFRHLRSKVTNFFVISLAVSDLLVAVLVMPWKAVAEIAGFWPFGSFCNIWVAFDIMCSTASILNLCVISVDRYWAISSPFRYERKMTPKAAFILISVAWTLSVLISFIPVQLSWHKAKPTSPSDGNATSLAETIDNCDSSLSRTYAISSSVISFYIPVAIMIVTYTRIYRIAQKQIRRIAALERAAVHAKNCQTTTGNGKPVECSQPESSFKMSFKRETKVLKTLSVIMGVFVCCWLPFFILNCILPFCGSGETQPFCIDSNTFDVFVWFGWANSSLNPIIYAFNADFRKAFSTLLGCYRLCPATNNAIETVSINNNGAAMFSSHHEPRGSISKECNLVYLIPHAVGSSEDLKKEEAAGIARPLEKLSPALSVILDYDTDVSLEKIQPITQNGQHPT
#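 After overnight tetracycline induction at 30 C, force-coupled D1 HEK293 cells took up a no-wash calcium dye at room temperature. Compounds were added and monitored 180 s, and the response to EC80 dopamine was then recorded.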
# Vif-A3G inh: Vif-A3G binding inhibition | Potency, µM (series often up to 46.1 µM), for the others: at the top dose activity, negative = active, hits mostly inhibitors | AID 602310 | HeLa A3G-eYFP + Vif (tagged APOBEC3G with the HIV-1 protein that degrades it), YFP fluorescence, overnight | actives 0.076% (n = 410,000);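 further: potency means the concentration at half of the fitted maximal effect; on the % scale 0 is the no-effect control and ±100 the full control effect; nearly all actives have a fitted effect of over 60% in size; hits raise eYFP signal because A3G escapes Vif-driven loss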
# Target sequence (Q9HC16 whole entry, looked up): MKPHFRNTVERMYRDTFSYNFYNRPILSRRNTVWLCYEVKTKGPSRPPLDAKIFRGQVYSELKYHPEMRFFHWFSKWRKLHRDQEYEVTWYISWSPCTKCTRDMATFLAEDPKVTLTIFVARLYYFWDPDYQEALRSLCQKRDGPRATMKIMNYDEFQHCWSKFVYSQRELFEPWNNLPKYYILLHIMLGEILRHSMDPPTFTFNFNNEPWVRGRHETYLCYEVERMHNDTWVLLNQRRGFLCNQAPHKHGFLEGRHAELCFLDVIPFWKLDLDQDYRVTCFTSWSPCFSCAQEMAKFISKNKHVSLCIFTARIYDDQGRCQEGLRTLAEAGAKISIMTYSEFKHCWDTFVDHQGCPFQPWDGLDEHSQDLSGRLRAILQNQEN
#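 HeLa cells stably expressing Vif and C-terminally eYFP-tagged A3G, seeded overnight at 37 deg C, then exposed to compound by pintool overnight at 37 deg C. Rise in yellow fluorescence (Ex 488/Em 500-530, Acumen) marks blocked Vif-driven A3G degradation.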
# D1 agonist: activates the human D1 dopamine receptor | AID 504660 | activation, % at 2 µM | actives 1% (n = 360,000) | HEK293 T-REx D1 cells, calcium flux, agonist mode; in the data active means activation above about 30%; further: 0% is about no effect
#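 Agonism was scored from calcium flux recorded over 180 s (1 read/s) after pintool compound addition, following a 10-cycle baseline. Cells were inducible force-coupled HEK293 TREx D1, plated overnight at 30 C and loaded with no-wash calcium dye.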
# D1 potentiator: human D1 dopamine receptor positive modulation; actives 0.036% (n = 360,000); AID 504651; P21728; potentiation, % at 10 µM; HEK293 TREx D1 cells, calcium flux, dopamine EC20 potentiation; in the data active means potentiation above about 30%; further: 0% is about no effect
# Vif-A3F inh: inhibitors of Vif-A3F interaction; Potency, µM (series often up to 46.1 µM), for the others: at the top dose activity, negative = active; actives 0.2% (n = 390,000); HeLa A3F-eYFP + Vif (tagged APOBEC3F with the HIV-1 protein that degrades it), YFP fluorescence increase; further: potency means the concentration at half of the fitted maximal effect; % of control where 0% means no effect; nearly all actives have a fitted effect of over 65% in size
#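 HeLa cells stably expressing A3F-eYFP plus Vif, plated and incubated overnight at 37 deg C, then exposed to compounds overnight at 37 deg C. Blocked degradation read as raised yellow fluorescence (Ex 488/Em 500-530).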
# Active calls of the source: *; / = not tested or not shown; & = joins results of further samples. Unless noted, the call rests on the fitted dose curve; in most records, active means well fitted curve in the direction sought with a large enough effect; inconclusive means small, poorly fitted or top-dose-only effect, or another doubt; inactive means no such curve, though single readings can be large; an effect the other way counts as inactive or inconclusive. Some of the compounds tested. The share of hits here may be higher or lower than overall.
# Below each compound: GRP78 ERSR act	LDHA inh	D2 PAM	RXFP1 ag	D1 antagonist	Vif-A3G inh	D1 agonist	D1 potentiator	Vif-A3F inh
> CC(C)(C)SC(=O)C[C@@H]1NS(=O)(=O)OC2CCCCC21 (some centres not stated)
    -7%	-5	9	-0.3%	-3	2%	0	-2	0%
> CCc1cccc(NC(=O)CN(C)S(=O)(=O)c2ccc3[nH]c4c(c3c2)CCCC4)c1
    -4%	-5	-16	-1.8%	-15	1%	-1	-1	0%
> Cc1ccc2nc3c(cc(C#N)c(=N)n3CC3CCCO3)c(=O)n2c1 (configuration not stated)
    /	/	-16	4.5%	2	/	1	-2	/
> Cc1nn(-c2ccccc2)c(Cl)c1C(=O)NNC(=O)c1ccccc1O
    11%	3	10	-0.7%	10	5%	0	-8	0%
> O=C(Nc1cccc(C(F)(F)F)c1)c1cc(S(=O)(=O)N2CCCC2)c[nH]1
    -3%	-4	14	-0.1%	4	-2%	1	-3	3%
> c1ccc(-c2n[nH]c3c2CCC3)cc1
    2%	-6	14	1.8%	4	-2%	0	-1	1%
> COc1ccc2nc3oc(C(=O)Nc4cccc(C(F)(F)F)c4)cc3cc2c1
    -3%	-3	-4	12%	22	2%	0	-4	5%
> Cc1cc(C)c(S(=O)(=O)Nc2ccc(O)cc2)cc1C
    0%	-6	-1	2.6%	-13	0%	11	2	-3%
> COc1ccc(CCNC(=O)c2ccc(CS(=O)(=O)Cc3cccc(C)c3)o2)cc1OC
    -4%&-4%	-2&-3	-4&-4	0.1%&0.0%	-1&-21	1%&4%	3&4	0&-3	1%&4%
> CSc1nc(-c2ccc(Cl)cc2)c(C#N)c(=O)[nH]1
    0%	-5	-3	8.9%	-3	-10%	0	8	3%
> COC(=O)c1cn(C(=O)c2ccc(Br)o2)c2ccccc12
    0%	-14	-6	1.4%	-5	-1%	-3	2	/
> Cc1ccc(S(=O)(=O)NCC(=O)N(CC(=O)NCC2CCCO2)c2ccc(Cl)cc2)cc1 (configuration not stated)
    0%	-9	-6	0.0%	-2	1%	10	7	7%
> CCOc1ccc(Cn2ccnc2)cc1[N+](=O)[O-]
    -3%	5	13	-1.4%	14	0%	0	-9	-2%
> CC(C)OP(=O)(OC(C)C)C1(O)C(=O)Nc2ccccc21 (configuration not stated)
    -2%	-5	-6	-0.3%	-10	-1%	-1	-2	-3%
> Cc1cnc(C(=O)NCc2ccc(Cl)cc2Cl)cn1
    -4%	-4	6	0.5%	-2	0%	-3	-6	-5%
> COc1ccccc1OC(C)C(=O)N(Cc1ccco1)C1CCS(=O)(=O)C1 (configuration not stated)
    3%	-4	0	4.4%	-11	4%	2	-2	2%
> CC1CCN(C(=O)C(Cc2ccccc2)NS(=O)(=O)c2ccc3c(c2)oc(=O)n3C)CC1 (configuration not stated)
    -5%	0	-1	0.3%	5	-3%	1	3	1%
> N#Cc1c(N)nc(SCc2ccncc2)c(C#N)c1-c1cccs1
    -4%	2	16	5.3%	-34*	-17%	4	-4	-7%
> CC(NC(=O)c1ccc(Br)cc1Br)c1ccccc1 (configuration not stated)
    -1%	1	7	-0.6%	0	-5%	10	1	1%
> COc1cccc(-c2ccc(NC(=O)C3CCCN(Cc4ccccn4)C3)cc2)c1 (configuration not stated)
    0%	-2	/	/	/	2%	/	/	-8%
> Cc1ccccc1NC(=O)C(NC1CCCCC1)C(C)C (configuration not stated)
    -2%	-4	6	0.5%	-5	-1%	1	-3	-2%
> c1ncn(C23CC4CC(CC(C4)C2)C3)n1
    -2%	1	9	2.2%	10	2%	2	-2	0%
> COC(=O)Nc1ncc(CN2C(=O)c3ccccc3C2=O)s1
    1%	-3	/	22%	4	-3%	4	-2	-5%
> Cc1cc(C)c2c(=O)c3c(oc2c1)C(=O)N(Cc1ccc(F)cc1)C3c1cccc(O)c1 (configuration not stated)
    /	-4	-22	-0.3%	-2	/	-2	3	/
> COc1ccc(CCn2c(=N)c(C(=O)NCCN3CCOCC3)cc3c(=O)n4cccc(C)c4nc32)cc1OC
    -3%	-1	4	8.3%	-1	-12%	3	-1	-7%
> N/C(=N\OC(=O)CCCOc1ccccc1)c1cccc([N+](=O)[O-])c1
    0%	-4	3	2.4%	-11	-1%	2	-8	9%
> Cc1nnc(SCC(=O)NCCN2C(=O)CSC2=O)n1-c1ccccc1
    -3%	-3	5	2.2%	10	2%	-2	2	9%
> CCN1C[C@@H]2[C@@H]3C(=O)N(Cc4ccccc4)C(=O)[C@@H]3[C@](C)(C1=O)N2C(=O)c1ccc(C(F)(F)F)cc1
    1%	0	/	/	/	-1%	/	/	7%
> Clc1cccc(N2CCN(CCNc3nc4ccccc4n4cnnc34)CC2)c1
    -2%	4	-21	-0.5%	-3	1%	-3	-5	-5%
> CCOc1ccc(CN2CCN(Cc3cccc4c3OCO4)CC2CCO)cc1 (configuration not stated)
    -1%	0	-29	-2.4%	3	2%	3	-5	2%
> CC(c1ccon1)N(C)C(=O)c1ccc2nc(Cc3cccc(Cl)c3)oc2c1 (configuration not stated)
    0%	-1	4	-0.5%	15	0%	6	-5	-1%
> CCOc1ccc(Cc2nc(N)nc(N)n2)cc1
    0%	-5	5	-1.2%	2	1%	0	-1	6%
> COc1cc(/C=C/C(=O)Nc2ccc3[nH]c(=O)[nH]c3c2)cc(OC)c1OC
    -1%	-2	3	0.9%	-3	0%	5	-7	-5%
> CN(C)c1nc(-c2cn(CCC#N)c3ccccc23)cs1
    -6%	5&14	0	0.5%	12	0%	4	-3	-5%
> COc1cccc(CNC(=O)CCc2c(C)nn(-c3ccc(N4CCCC4)nn3)c2C)c1
    -1%	-2	6	1.8%	-40*	-9%	0	-6	0%
> S=c1nc(SCc2ccccc2)[nH]c2ccccc12
    1%	-14	/	28µM*	4	-1%	0	4	1%
> O=c1c2ccccc2nc(-c2ccc(Cl)cc2)n1C1CCS(=O)(=O)C1 (configuration not stated)
    4%	0	/	/	/	1%	/	/	-2%
> Cc1ccc(OCCOCCNC(C)C)c(Br)c1
    -5%	-21	10	1.1%	0	-1%	6	-7	-13%
> COc1ccc(-c2cc(N3C(=O)Nc4ccccc4N3O)n[nH]2)c(OC)c1
    -1%	-6&-5	8	-0.8%	6	-5%	1	2	10%
> CS(=O)(=O)N(CC(=O)N1CCOCC1)c1ccccc1
    -4%	-6	0	1.2%	-10	0%	1	-1	11%

# In another format: 4 of the compounds above
compound	GRP78 ERSR act	LDHA inh	D2 PAM	RXFP1 ag	D1 antagonist	Vif-A3G inh	D1 agonist	D1 potentiator	Vif-A3F inh
Cc1nnc(SCC(=O)NCCN2C(=O)CSC2=O)n1-c1ccccc1	-3%	-3	5	2.2%	10	2%	-2	2	9%
CCN1C[C@@H]2[C@@H]3C(=O)N(Cc4ccccc4)C(=O)[C@@H]3[C@](C)(C1=O)N2C(=O)c1ccc(C(F)(F)F)cc1	1%	0	/	/	/	-1%	/	/	7%
Clc1cccc(N2CCN(CCNc3nc4ccccc4n4cnnc34)CC2)c1	-2%	4	-21	-0.5%	-3	1%	-3	-5	-5%
CCOc1ccc(CN2CCN(Cc3cccc4c3OCO4)CC2CCO)cc1 (configuration not stated)	-1%	0	-29	-2.4%	3	2%	3	-5	2%

# (more compounds)
# Below each compound: GRP78 ERSR act	LDHA inh	D2 PAM	RXFP1 ag	D1 antagonist	Vif-A3G inh	D1 agonist	D1 potentiator	Vif-A3F inh
> COc1ccc(Cl)cc1NC(=O)Cn1c(=O)c(-c2ccccc2NC(C)=O)nc2ccccc21
    -3%	-5	4	-4.1%	1	-13%	1	-4	-10%
> CC(=O)Nc1ccnc(-c2cccnc2)n1
    -3%	0	10	5.8%	-4	1%	0	0	-10%
> Cc1nc(SCC(N)=O)[nH]c(=O)c1CCC(C)C
    -4%	-3	5	0.5%	1	3%	1	0	2%
> O=C1NC(=O)C2(COC(c3cccc([N+](=O)[O-])c3)OC2)S1 (configuration not stated)
    4%	-7	-2	1.7%	-9	-4%	5	-6	3%
> N#CC12C(=O)NC(=O)C1(C#N)C21CCCC1 (configuration not stated)
    -3%	-4	/	/	/	1%	/	/	0%
> CCC(C)NC(=O)CN1C(=O)COc2ccc(S(=O)(=O)N3CCOCC3)cc21 (configuration not stated)
    -4%&-3%	-5&0	-9&-2	-1.3%&-0.1%	4&7	4%&6%	1&0	2&-1	6%&-1%
> CCC(=O)CN(Cc1cc(OC)ccc1OC)S(=O)(=O)c1ccccc1Br
    -4%	-3	/	/	/	3%	/	/	-1%
> CCS(=O)(=O)N1CCN(c2ncnc3sc(C)c(C)c23)CC1
    -3%	2	-1	22%	0	0%	6	8	9%
> O=C(NCC(=O)N1CCN(Cc2ccccc2)CC1)c1cccs1
    -1%	-16	/	/	/	6%	/	/	11%
> CC(C)c1ccc(/C=C/c2[nH]c(=O)[nH]c(=O)c2[N+](=O)[O-])cc1
    4%	3	-7	0.7%	-12	-26%	4	-4	-23%
> O=S(=O)(c1ccc(Cl)cc1)N1CCN(Cc2cccnc2)CC1
    -5%	-1	20	-0.9%	-6	2%	4	-5	-2%
> COCCNC(=O)c1ccc(NC(=O)C2(c3ccccc3)CCCC2)cc1
    -1%	-9	1	-0.1%	-15	-1%	4	-5	16%
> CNC(=O)NC(=O)COc1ccc2oc3c(c2c1)CCCC3
    9%	2	-10	-0.6%	-6	2%	3	7	11%
> C[C@H]1COC(=O)[C@H](Cc2ccc(F)cc2)CC/C=C/C[C@@H](CC(=O)N[C@@H](CO)Cc2ccccc2)C(=O)N1
    -1%	-5	/	/	/	1%	/	/	6%
> CCOc1ccc(N2CC(c3nc4ccccc4n3Cc3cccc(C)c3)CC2=O)cc1 (configuration not stated)
    -4%	-4	/	0.4%	0	-3%	5	2	-8%
> CNC(=S)N(CCO)Cc1cc2cc3c(cc2[nH]c1=O)OCO3
    -3%	2	16	5.9%	-17	-5%	2	-2	-1%
> Cc1cccc(-c2nnc(NC(=O)c3ccc(Cl)cc3)o2)c1
    -4%	2	0	0.4%	0	0%	57*	6	-9%
> COCC(=O)Nc1ccc(Br)cc1C
    1%	0	5	0.4%	-10	0%	0	-1	8%

# Screening data from PubChem.
